# FXIIa inh 1536: inhibitors of human coagulation factor XIIa | P00748 | purified FXIIa, Boc-QGR-AMC fluorogenic substrate, 2 h | inhibition, % at 5 µM | 0.3% of 220,000 active; in the data active means inhibition above about 40%;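 further: 0% = enzyme with no compound and 100% = blank without enzyme; many of its hits are not listed in these tables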
# Target sequence (P00748 20-372 limits assumed): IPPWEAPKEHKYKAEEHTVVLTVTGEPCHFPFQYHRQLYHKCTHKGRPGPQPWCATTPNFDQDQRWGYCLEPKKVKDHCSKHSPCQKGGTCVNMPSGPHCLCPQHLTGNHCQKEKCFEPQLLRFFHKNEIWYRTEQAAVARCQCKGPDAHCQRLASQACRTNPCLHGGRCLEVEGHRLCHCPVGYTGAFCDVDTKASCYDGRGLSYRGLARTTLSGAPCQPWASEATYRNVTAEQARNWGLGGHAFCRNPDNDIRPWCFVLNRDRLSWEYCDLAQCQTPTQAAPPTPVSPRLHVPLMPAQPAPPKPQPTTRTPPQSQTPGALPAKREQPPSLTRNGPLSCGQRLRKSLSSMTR
# Target sequence (P00748 373-615 limits assumed): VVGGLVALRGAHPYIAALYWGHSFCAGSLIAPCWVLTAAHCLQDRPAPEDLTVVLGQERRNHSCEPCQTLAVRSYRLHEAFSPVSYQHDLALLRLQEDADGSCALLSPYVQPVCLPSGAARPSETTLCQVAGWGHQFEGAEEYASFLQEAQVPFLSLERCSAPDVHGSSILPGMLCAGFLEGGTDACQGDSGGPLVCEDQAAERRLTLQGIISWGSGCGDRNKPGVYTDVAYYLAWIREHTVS
# Hck-Nef inh: human Hck-Nef kinase inhibition. Recombinant Hck-YEEI plus Nef, Z-Lyte FRET kinase assay. inhibition, % at 20 µM. 0.68% of 220,000 active;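 active means Hck-Nef kinase inhibition above about 50%, limit read from the data; inactive means inhibition below that limit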;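 further: 0% = DMSO with Hck plus Nef and 100% = Hck alone without Nef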
# thrombin 1536: thrombin (human) inhibition; alpha-thrombin, Boc-VPR-AMC fluorogenic substrate cleavage; inhibition, % at 5 µM; 0.26% of 220,000 active; AID 1046;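 active means inhibition at or above 40%; inactive means inhibition below 40%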;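 further: 0% = enzyme with no compound and 100% = wells without enzyme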
#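 signal = AMC fluorescence, 355/460 nm | material = human alpha-thrombin enzyme | control set = enzyme without compound as high, wells lacking enzyme as low | times = reaction at room temperature | read-out basis = percent inhibition scaled between no-compound controls and no-enzyme blanks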
# KLK5 inh: inhibitors of human kallikrein 5; 0.59% of 210,000 active; inhibition, % at 5 µM; AID 873; recombinant hK5, fluorogenic AMC substrate cleavage; Q9Y337;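 active means inhibition of 40% or more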;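 further: 0% = enzyme controls without compound and 100% = no-enzyme blanks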
# Target sequence (Q9Y337 67-293 limits assumed): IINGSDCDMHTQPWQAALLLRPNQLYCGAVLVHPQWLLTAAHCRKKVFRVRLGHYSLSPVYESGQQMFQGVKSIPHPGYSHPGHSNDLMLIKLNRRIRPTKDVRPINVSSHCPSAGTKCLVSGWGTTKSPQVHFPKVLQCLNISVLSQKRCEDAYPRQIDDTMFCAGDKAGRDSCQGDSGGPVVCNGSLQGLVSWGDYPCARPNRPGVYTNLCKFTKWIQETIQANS
# FXIa inh 1536: blocks human coagulation factor XIa protease activity; 0.14% of 220,000 active; P03951; inhibition, % at 5 µM; AID 798; purified FXIa, Boc-Glu-Ala-Arg-AMC fluorogenic substrate;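 active means inhibition of at least 40%; inactive means inhibition below 40%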;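 further: fluorescence of freed AMC excited at 355 nm; 0% = enzyme without compound and 100% = no enzyme blank; many of its hits are not listed in these tables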
# KCC2 mod: modulates chloride dependent transport by human KCC2. Q9H2X9. KCC2 cells, thallium flux FluoZin-2 fluorescence. B-score of Tl+ flux slope (higher = more flux/activation; lower = inhibition) at 10 µM. 2.2% of 190,000 active. AID 1456;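 active means thallium flux slope and its plate-corrected score both differing from the plate sample mean at a set confidence after two filtering rounds, in either direction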;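 further: slope of fluorescence scaled to starting intensity during 10 to 20 s after thallium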
# TNF death inh: blocks TNF-alpha induced death of Jurkat FADD-/- cells. Jurkat FADD-/- TNF necroptosis rescue, ATP luminescence, 24 h; 0 = TNF only, 100 = no-TNF cells. activation (protection from cell death), % at 10 µM. 0.068% of 220,000 active. AID 463075;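 active means activation, meaning protection from cell death, of at least 50% relative to plate controls; inactive means activation below 50%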;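 further: necroptosis triggered by 40 ng/mL TNF-alpha added together with compound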
# Rad51 HR inh: blocks human Rad51 in homologous recombination. Q06609. hRad51 DNA strand exchange, fluorescence dequenching. inhibition, % at 10 µM. 0.085% of 200,000 active. AID 1385;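 active means inhibition above 40% at the single screening dose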;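 further: 0% = DMSO control wells and 100% = blanks with heterologous ssDNA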
#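 Material: hRad51 filaments on single-stranded DNA; Reagent: Donor/quencher-labelled 47-bp dsDNA substrate; Compound: 10 µM final, single point; Schedule: 37 °C 15-min filament assembly, 30-min compound preincubation, 15-min exchange; Technique: FRET fluorescence, excitation 485 nm, emission 520 nm; Benchmarks: control wells and blank wells on each plate.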
# L929 necroptosis: L929 zVAD cell death inhibition; L929 zVAD necroptosis rescue, ATP luminescence, 24 h; with zVAD 60 µM; viability rescue, % at 10 µM; 0.38% of 220,000 active; AID 1377;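 active means activation, scaled between plate controls, above about 75%, limit read from the data; inactive means activation under that limit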;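 further: 0% = zVAD with DMSO and 100% = DMSO alone without zVAD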
# An asterisk follows results filed as active; i = inactive; x = not tested or not shown. A portion of the library, so the mix of outcomes need not match the whole.
mol	FXIa inh 1536	thrombin 1536	FXIIa inh 1536	TNF death inh	KCC2 mod	KLK5 inh	L929 necroptosis	Hck-Nef inh	Rad51 HR inh
CCn1c(NC(=O)C(C)C)c2ccccc2nc1=O	6	0	-4	-0.8	1	-21	0.2	12	3
Cc1ccc(-n2nnnc2SCC(=O)NNC(=O)c2ccc([N+](=O)[O-])cc2)cc1	0	-1	6	-0.5	-0.25	10	-0.5	9	x
CCN1/C(=C/c2ccc3cc(C)ccc3[n+]2CC)Sc2ccccc21	24	12	28	-12	i	-16	9.3	10	-215
Nc1ccc(S(=O)(=O)N2CCCc3ccccc32)cc1	-9	-7	3	1.1	0.061	0	0.2	2	-2
N#Cc1ccc(OCc2nnc3n2CCCCC3)cc1	0	-1	5	-2.4	0.6	-1	0.2	-60	-5
CC(C)(C)c1ccc(C(CC(=O)O)NC(=O)CCCc2ccccc2)cc1 (stereo not drawn)	0	-2	7	1.3	-0.61	x	1.7	14	x
Cc1cccc(-c2nnc(SCC#N)n2-c2ccccc2)c1	7	5	22	-4.2	-0.12	-8	-0.2	-1	-13
CC(NS(=O)(=O)/C=C/c1ccccc1)C(=O)O (stereo not drawn)	-4	3	-3	-0.2	-0.031	-19	0.0	-5	-2
CCc1ccc2c(COC(=O)CNS(=O)(=O)c3ccc(NC(C)=O)cc3)cc(=O)oc2c1	4	-6	2	1.6	0.054	0	0.7	-1	-5
O=C(N/N=C/c1ccc[nH]1)c1cccc([N+](=O)[O-])c1	7	-3	1	0.2	-0.25	-6	1.7	2	5
CCN(CC)c1ccc(CNCc2cccs2)cc1	-4	-6	2	1.0	0.15	-5	0.1	4	2
Cc1ccc([N+](=O)[O-])cc1NC(=O)/C=C/C(=O)O	2	1	4	2.0	1.1	0	1.1	1	-19
Cc1nn(Cc2ccccc2)c2sc(C(=O)N3CCN(Cc4ccc5c(c4)OCO5)CC3)cc12	2	0	13	-1.8	-0.42	-5	-0.6	2	-16
O=c1c(Cc2ccc(F)cc2)c(O)ccn1Cc1ccc(F)cc1	-3	2	-4	0.9	-0.24	-15	3.0	2	2
O=C(N/N=C/c1ccc[nH]1)c1ccccc1O	-3	-7	5	-3.4	0.87	-3	6.9	14	-1
Cc1nc(-c2cccc(S(=O)(=O)N3CCCCCC3)c2)cs1	6	19	-8	2.9	-0.97	21	-0.9	0	4
CCCCNC(=O)c1ccc(CS(=O)(=O)Cc2ccccc2F)o1	-2	4	5	0.6	0.18	-19	1.7	5	12
Cc1cc(C2C(=O)C(C(=O)c3ccc(Cl)cc3)C(=O)CC2(C)C)on1 (stereo not drawn)	2	-3	5	2.7	0.16	-15	1.4	-2	11
O=C(CSc1nnnn1C1CCCCC1)N1CCN(C(=O)c2ccco2)CC1	-3	-17	6	1.2	0.69	-6	-0.6	21	16
Cc1cc(NCCN2CCOCC2)c2ccc3ccccc3c2n1	-1	-11	7	1.1	-0.14	-1	2.0	21	-3
CC(C)CCNc1cc(=O)n(C)c(=O)n1C	4	-2	7	3.8	0.021	-7	1.5	1	-1
CCOc1ccc(-c2nc(C#N)c(NCC3CCCO3)o2)cc1 (stereo not drawn)	-1	0	0	-0.5	x	-20	0.5	1	6
CNCc1cc(Cl)cc(OC)c1OC(C)C	-5	2	1	-0.4	0.15	-16	0.2	13	5
CC(=O)c1cccc(NC(=O)CCS(=O)(=O)c2cccc3nonc23)c1	-8	-9	-16	1.7	0.043	-14	-0.4	-9	2
COCCNC(=O)CN1C(=O)CSc2cc(S(=O)(=O)N3CCCCCC3)ccc21	x	x	x	0.2	-0.51	x	0.3	6	9

# Given with two lines to a compound: 2 of the compounds above
# Every second line gives: FXIa inh 1536 | thrombin 1536 | FXIIa inh 1536 | TNF death inh | KCC2 mod | KLK5 inh | L929 necroptosis | Hck-Nef inh | Rad51 HR inh
> CC(C)CCNc1cc(=O)n(C)c(=O)n1C
  4 | -2 | 7 | 3.8 | 0.021 | -7 | 1.5 | 1 | -1
> CC(=O)c1cccc(NC(=O)CCS(=O)(=O)c2cccc3nonc23)c1
  -8 | -9 | -16 | 1.7 | 0.043 | -14 | -0.4 | -9 | 2

# The listing picks up; the two compounds before the break are reprinted first.
mol	FXIa inh 1536	thrombin 1536	FXIIa inh 1536	TNF death inh	KCC2 mod	KLK5 inh	L929 necroptosis	Hck-Nef inh	Rad51 HR inh
CC(=O)c1cccc(NC(=O)CCS(=O)(=O)c2cccc3nonc23)c1	-8	-9	-16	1.7	0.043	-14	-0.4	-9	2
COCCNC(=O)CN1C(=O)CSc2cc(S(=O)(=O)N3CCCCCC3)ccc21	x	x	x	0.2	-0.51	x	0.3	6	9
COc1ccc(-c2noc(C3CCCN(S(=O)(=O)c4ccc(C)c(Cl)c4)C3)n2)cc1OC (stereo not drawn)	2	1	13	0.0	-0.54	16	0.0	4	x
C=C1c2cc(C)ccc2NC(=O)N1c1ccccc1	5	-4	12	-1.1	-0.0017	-10	x	-2	x
CC(C)(C)NC(=O)CN(C(=O)c1csnn1)c1ccccc1-c1ccccc1	-3	-13	8	-0.5	0.045	0	-0.3	18	-1
COc1ccc(CN(C2CCCC2)S(=O)(=O)c2ccc(-n3cnnn3)cc2)cc1	-3	-5	-2	-0.4	x	-8	-0.1	0	-5
CCOC(=O)Cc1c(C)[nH]n(-c2ccccc2)c1=O	3	-3	8	1.8	0.13	1	0.2	5	x
COc1ccc(NC2=NCC(=O)N2c2ccccc2F)cc1	1	3	11	-0.6	0.12	-8	-0.2	1	-3
COC(=O)c1ccccc1NC(=S)N(C)C	1	-5	9	-1.5	-0.94	0	0.2	-9	4
COc1ccc(CN2CCS(=O)(=O)CC2)cc1OC	-6	-13	1	-0.1	x	3	1.7	9	-14
CC(C(=O)Nc1nccs1)c1ccc([N+](=O)[O-])cc1 (stereo not drawn)	-2	-1	3	12	-1.3	-6	56	3	-43
Clc1ccc(CSc2nncn2-c2ccc3c(c2)OCCO3)cc1	4	-2	8	-11	-2.4	-10	0.6	13	8
COCCNC(=O)CS(=O)Cc1nc(-c2ccc(Cl)cc2)oc1C (stereo not drawn)	5	0	5	-1.4	x	-7	-0.1	2	x
CCOC(=O)c1cnc2c(cnn2C)c1Oc1ccc(OC)cc1	-1	-4	9	8.3	-0.38	19	0.5	21	-6
CC(C)(C)C1=C(C#N)C(c2ccc3c(c2)OCO3)C(C#N)=C(N)O1 (stereo not drawn)	1	-5	2	-1.1	x	-1	0.8	7	6
Cc1ccc(CS(=O)(=O)CCC(=O)NCCCOC(C)C)cc1	-8	-7	6	-4.5	x	-1	-0.1	0	7
O=C(c1cc2ccccc2oc1=O)N(Cc1ccccc1)C1CCS(=O)(=O)C1 (stereo not drawn)	-1	1	16	-1.0	1.4	-4	-0.3	1	8
COc1ccccc1NC(=O)c1c(C)oc2c1CCCC2	9	6	15	-2.1	-0.027	-4	0.9	12	-3
O=C(Nc1cccc(Br)c1)c1cc2ccccc2o1	-3	0	-5	0.6	-0.63	-8	1.3	-1	5
CCCCc1ccc(-c2ccc(Br)cc2)nc1	6	3	15	-0.7	x	-8	-0.6	8	2
O=C(CCCn1c(=O)c2ccccc2n(Cc2cccc(F)c2)c1=O)NC1CCN(Cc2ccccc2)CC1	-1	-11	5	0.5	0.72	-3	-1.1	19	8
O=C(CSc1nc2cc(Cl)c(Cl)cc2[nH]1)c1ccc2c(c1)OCO2	-7	-1	8	-0.4	0.089	8	0.9	6	-3
COc1ccc(S(=O)(=O)N(CCc2ccccc2)CC(=O)O)cc1OC	-3	-3	1	0.9	0.033	-8	-0.1	1	-4
Brc1cnc(N2CCOCC2)nc1N1CCCCC1	6	-8	5	-2.0	0.034	2	0.4	4	-4
NC(=NC1CCCCC1)c1ccc(Cl)cc1	-4	-4	x	0.0	0.7	-2	0.3	-9	-1
O=C(Cn1ccc([N+](=O)[O-])n1)c1ccccc1	-4	-16	3	9.2	x	-2	1.6	17	14
CCCN(CCC)S(=O)(=O)c1ccc(Cl)c([N+](=O)[O-])c1	-1	-6	x	-8.0	-1.3	0	-1.4	-6	4

# Later entries:
mol	FXIa inh 1536	thrombin 1536	FXIIa inh 1536	TNF death inh	KCC2 mod	KLK5 inh	L929 necroptosis	Hck-Nef inh	Rad51 HR inh
O=C(NN1C(=O)C2C3C=CC(C3)C2C1=O)c1cccc(Cl)c1 (stereo not drawn)	-2	-5	2	-0.5	1.2	-9	0.1	3	x
COc1ccc(CNC(=O)C/C(C)=N/NC(=O)COc2cccc(C)c2)cc1	1	0	11	-0.8	x	8	0.2	5	x
O=C1c2ccccc2C(Nc2ccc(S(=O)(=O)N3CCCCCC3)cc2)N1c1ccccn1 (stereo not drawn)	3	-2	11	1.2	0.19	-15	-0.3	-1	4
CCOC(=O)CNc1nc(Cl)c(C#N)s1	-1	-5	7	1.1	0.62	-3	1.5	19	-10
CCOC(=O)c1sc(NC(=O)CSc2nccc(C)n2)c(C#N)c1C	-7	1	18	0.0	-1	-25	-0.2	0	x
CN(C)/C=C(\C#N)C(=O)Nc1ccc(F)cc1	4	4	-3	-3.2	x	-14	-0.1	1	-1
CCc1nc(C)cn1S(=O)(=O)c1cc(F)ccc1OC	-5	-2	2	-0.1	2.1	2	1.1	20	8
CCOC(=O)C1Cc2c([nH]c3ccccc23)C(C)N1 (stereo not drawn)	-9	-1	7	-0.4	0.047	-3	-1.8	7	0
Nc1nc(C2CC2)c(Sc2sc(N)nc2C2CC2)s1	20	1	27	-1.0	x	-12	1.9	-3	12
COc1ccc(N(CC(=O)NC2CCCC2)C(=O)Cn2nnc(-c3ccc(C)cc3)n2)cc1OC	0	-3	6	-2.6	-0.43	6	-0.4	1	-5
O=C(NC1CCCCCC1)C1CCN(S(=O)(=O)c2ccccc2)CC1	20	-6	21	-0.3	x	-19	-0.2	0	-1
CCNC(=O)CN(c1ccccc1OC)S(=O)(=O)c1cccs1	6	-5	5	0.6	1.2	-8	0.9	1	1
CCOc1ccc(CCNC(=O)C2CCN(C(=O)N(C)C)CC2)cc1OCC	13	9	8	-0.4	x	7	-0.1	0	0
CC(=O)c1ccc(Nc2nc(=O)c3cccnc3s2)cc1	3	-2	16	-2.0	x	-5	0.6	2	x
CN(CC(=O)NCc1ccncc1)S(=O)(=O)c1ccc(F)cc1	0	5	11	-1.4	x	11	-0.3	-1	-4
CCCCn1c(C)cc(C)c(S(=O)(=O)c2ccccc2C)c1=O	-3	-2	10	0.1	-0.73	-14	-0.5	0	2
O=C(N/N=C/c1ccncc1)c1ccc(OCc2ccccc2)cc1	-3	-12	2	-1.1	-0.91	-1	0.1	14	x
COc1ccc(OCC(=O)N/N=C(\C)c2cccs2)cc1	5	-6	4	1.1	0.66	5	-0.7	10	-8
CCOC(=O)CCn1nc(-c2ccc(C)cc2)c2ccccc2c1=O	-3	-4	7	-1.5	-2.4	-2	-0.1	20	2
O=C(O)Cn1c(SC2CCCCC2)nc2ccccc21	-5	-8	3	0.3	0.36	-6	-0.1	1	0
CN(C1=NC(=O)CS1)c1ccc(O)cc1	1	10	7	2.5	-0.15	3	0.2	20	4
CCOc1ccc(/C=N/NC(=S)NC2CC3CC2C2C=CCC32)cc1 (stereo not drawn)	4	2	9	-1.1	2.1	0	0.8	-17	-9
COc1ccc(NC(=O)CN(C)C2CCCCC2)cc1Cl	9	-5	9	4.5	-0.71	-3	-0.1	1	13

# From PubChem
